OXTR potentiator: potentiators of human oxytocin receptor; hit rate 0.061% among 320,000; activation, % at 3 µM; CHO-OTR cells, Fluo-8 calcium fluorescence, potentiator mode; 0% = oxytocin EC15, 100% = EC100;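 active means activation above that plate's cutoff, the mean activation of tested compounds plus 3 SD, cut at about 6.6% in these data, passing the limit was not always enough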;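 further: 100% uses oxytocin at 75 nM as the full agonist control; some results filed as inactive read as strong as hits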
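Assay system: CHO cell line stably expressing human OTR. Reagent: EC15 oxytocin agonist. Dosing: single dose, 3.0 µM nominal final compound concentration. Timing: compound 6 min at room temperature before oxytocin, 100 s read. Signal: kinetic Fluo-8 calcium fluorescence. Controls: oxytocin EC15 low and EC100 high.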
TAAR1 agonist: human TAAR1 agonism; Q96RJ0; CHO RD-HGA16 TAAR1, Fluo-8 calcium fluorescence; vehicle wells 0%, saturating PEA agonist 100%; activation, % at 3 µM; hit rate 0.99% among 360,000; AID 624467;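 active means activation above the mean activation of all test compounds in the run plus 3 SD, cut at about 38% in these data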
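Assay system: CHO-derived RD-HGA16 cells with stable Gα16 and human TAAR1; timing: 17-24 h seeding, 75 min 37 °C dye, 30 min RT; read-out: % activation from peak over basal fluorescence ratio, DMSO-to-PEA scaled; measured by: kinetic Fluo-8 calcium fluorescence; benchmarks: low control DMSO, high control PEA (EC100); doses: 3 µM single concentration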
V1R ag counter: activates human V1a receptor in oxytocin agonist counter-screen; CHO-V1R cells, Fluo-8 calcium fluorescence, agonist mode; 0% DMSO, 100% 3 nM vasopressin; activation, % at 3 µM; hit rate 0.25% among 320,000; AID 2797;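 active means activation above the mean activation of all tested compounds plus 3 SD, per screening run, cut at about 20% in these data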;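 further: signal is peak over basal fluorescence ratio across a 100 second FLIPR read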
Target sequence (P37288 whole entry, looked up): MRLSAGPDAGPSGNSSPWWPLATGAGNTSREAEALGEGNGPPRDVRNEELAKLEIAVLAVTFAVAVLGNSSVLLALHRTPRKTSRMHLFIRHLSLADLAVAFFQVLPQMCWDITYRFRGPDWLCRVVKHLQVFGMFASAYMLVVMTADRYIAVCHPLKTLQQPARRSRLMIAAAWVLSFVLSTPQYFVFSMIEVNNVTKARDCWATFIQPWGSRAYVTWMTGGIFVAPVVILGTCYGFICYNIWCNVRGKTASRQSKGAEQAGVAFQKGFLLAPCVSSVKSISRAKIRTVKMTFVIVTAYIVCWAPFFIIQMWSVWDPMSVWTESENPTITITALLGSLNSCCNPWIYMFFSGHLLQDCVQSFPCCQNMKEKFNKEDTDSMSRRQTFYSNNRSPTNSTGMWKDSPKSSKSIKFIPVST
TAAR1 antag: antagonists of human TAAR1 | AID 624466 | CHO RD-HGA16 TAAR1, Fluo-8 calcium fluorescence, antagonist | hit rate 1.5% among 360,000 | inhibition, % at 3 µM;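 active means inhibition above a per-plate cutoff, the mean inhibition of test compounds on that plate plus 3 SD, cut at about 49% in these data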;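 further: 0% = DMSO plus EC80 beta-PEA response and 100% = DMSO alone without agonist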
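Test system – hTAAR1-expressing CHO RD-HGA16 cells, Gα16-coupled · Reagent – β-PEA at EC80 concentration, post-compound challenge · Compound dosing – 3 µM, single point · Timing – 140 s kinetic read after compound, 140 s after agonist · Detection – Fluo-8 intracellular calcium dye fluorescence, real-time kinetic reads · Control set – DMSO and EC80 PEA controls · Repeats – n of 1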
M1 ag parental: nonselective activator or artifact in parental CHO-K1 cells | hit rate 0.48% among 360,000 | Fluo-8 calcium fluorescence; scaled to maximal ATP response, vehicle zero | activation, % at 3 µM | AID 602248; in the data active means activation above about 15%;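 further: untransfected CHO-K1 host cells lacking M1 receptor as counterscreen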
CHO-K1 Ca antag: M1 antagonist counterscreen hit in parental CHO-K1 cells | ATP-induced calcium, Fluo-8 fluorescence | inhibition, % at 3 µM | hit rate 0.6% among 360,000;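 active means inhibition above a per-plate cutoff, the plate's mean sample inhibition plus 3 SD, cut at about 24% in these data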;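 further: 0% = DMSO plus EC80 ATP and 100% = DMSO alone without ATP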
CHO parental Ca: counter-screen: ATP calcium response change in parental CHO cells; parental CHO-K1, ATP-induced calcium, Fluo-8 fluorescence; inhibition, % at 5.6 µM; hit rate 0.63% among 330,000; AID 463079;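 active means inhibition above that plate's mean sample inhibition plus 3 SD, cut at about 26% in these data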;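 further: 0% = ATP-challenged DMSO wells and 100% = DMSO wells without ATP; some compounds past the cut are filed as inactive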
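Material: parental CHO cells / Compound: single nominal dose of 5.6 µM per compound / Signal: Fluo-8 fluorescence / Replicates: singlicate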
CHO-K1 Ca PAM: nonselective activator or artifact in parental CHO-K1 calcium assay; ATP EC20, Fluo-8 calcium fluorescence; 0% at ATP EC20, 100% at ATP max; activation, % at 3 µM; hit rate 0.02% among 360,000;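 active means activation above the run cutoff, the mean activation of all test compounds plus 3 SD, cut at about 40% in these data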;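 further: peak over basal fluorescence ratio in a 140 s read after ATP addition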
M1 ag: activates human CHRM1 receptor; CHO-K1 hM1, Fluo-8 calcium fluorescence, agonist mode; 0% DMSO, 100% acetylcholine EC100; hit rate 0.33% among 360,000; P11229; activation, % at 3 µM;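 active means activation above the run's mean compound activation plus 3 SD, cut at about 16% in these data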;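 further: peak over basal fluorescence ratio within a 140 s kinetic read after compound addition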
Target sequence (P11229 whole entry, looked up): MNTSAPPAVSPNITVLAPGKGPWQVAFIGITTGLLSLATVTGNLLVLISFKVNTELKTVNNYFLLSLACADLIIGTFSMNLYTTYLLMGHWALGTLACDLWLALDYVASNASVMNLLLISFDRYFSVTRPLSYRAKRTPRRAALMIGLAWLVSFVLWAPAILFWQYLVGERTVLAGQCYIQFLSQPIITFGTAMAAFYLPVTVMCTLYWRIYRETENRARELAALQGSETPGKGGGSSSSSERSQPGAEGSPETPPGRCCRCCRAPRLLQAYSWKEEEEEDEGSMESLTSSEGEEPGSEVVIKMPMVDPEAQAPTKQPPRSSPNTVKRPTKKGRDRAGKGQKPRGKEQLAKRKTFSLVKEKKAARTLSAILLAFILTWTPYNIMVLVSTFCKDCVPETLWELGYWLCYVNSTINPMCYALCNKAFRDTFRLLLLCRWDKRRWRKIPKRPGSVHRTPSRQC
The depositor's hits bear a star; x = not tested or not shown.

Values run as follows: OXTR potentiator	TAAR1 agonist	V1R ag counter	TAAR1 antag	M1 ag parental	CHO-K1 Ca antag	CHO parental Ca	CHO-K1 Ca PAM	M1 ag
> N#Cc1cc(C(=O)Cc2ccccc2)c[nH]1
→ -14	5	0.4	10	0.7	1	5	6	-5
> O=C(Nc1nnc(-c2ccco2)s1)C1CCN(S(=O)(=O)c2ccc(Cl)cc2)CC1
→ -1	3	1.6	-34	0.1	-8	-21	11	-3
> O=C(c1cnc2n(c1=O)CCS2)N1CCc2ccccc21
→ -1	0	0.3	-3	0.3	-3	-8	33	1
> CCOC(=O)c1cnn(-c2ccc(Cl)cc2)c1C1CCN(C(=O)OC(C)(C)C)CC1
→ -6	-1	-0.8	16	0.6	-4	-4	19	-3
> CCS(=O)(=O)c1ccc2oc(SCC(=O)Nc3ccc(OC)cc3)nc2c1
→ 7	4	-0.5	11	0.2	-9	11	0	2
> O=C(Nc1ccc(Cc2ccncc2)cc1)c1ccc(S(=O)(=O)N2CCCC2)cc1
→ x	22	x	57*	9.2	14	x	-14	-9
> O=C(Nc1ncc2c(n1)-c1ccccc1CC2)c1cccs1
→ -4	6	-1.2	-7	1.8	-8	-17	4	-9
> COc1ccc(OCC(=O)N/N=C2/C=C(C)CC2)cc1
→ -9	-1	-1.3	-8	1.3	-10	-9	23	-8
> CCOC(=O)C1=C(C)N(c2ccc(C)c(C)c2)C(=O)/C1=C\c1ccco1
→ -6	21	0.2	11	0.0	-5	-2	9	-5
> COc1cc(C(=O)NCCCC2CCCC2)ccc1OC1CCN(C(C)=O)CC1
→ x	0	x	-7	0.3	10	x	-4	-4
> Cc1cccc(-n2ccnc2CN2CCN(C3CCCC3)C(CCO)C2)c1 (configuration not stated)
→ -5	1	0.5	-20	0.2	-17	-11	-13	-2
> Cc1cc(C)n(C(=O)CNC(=O)COc2ccccc2)n1
→ 2	4	1.4	15	0.1	-3	-17	8	0
> CC(=O)c1c(COC(=O)c2ccncc2)nc2ccccc2[n+]1[O-]
→ -13	6	0.9	-20	0.2	-9	0	19	-2
> O=C(C(=O)N1CCN(c2ccccc2Cl)CC1)c1c[nH]c2ccccc12
→ -10	8	0.7	20	2.5	-8	3	3	-1
> Cc1nc2c3ccccc3nc(NNC(=O)CCC(=O)NCCN3CCN(c4ccccc4)CC3)n2n1
→ -5	1	1.3	-10	1.9	-1	-21	-3	-3
> CC(=O)Nc1cccc(C(=O)/C=C/c2cccs2)c1
→ -2	1	1.9	-5	1.8	3	5	-1	-3
> CN(C)NC1=CC(=[N+]2CCCC2)CC(C)(C)C1
→ 3	1	-0.4	-7	1.3	-12	1	-15	-6
> CC(=O)Nc1ccc(S(=O)(=O)Nc2ccc(C)c([N+](=O)[O-])c2)cc1
→ -9	11	0.5	4	4.7	-13	-5	19	-5
> O=C(Nc1cccnc1)C1(c2ccc(Cl)cc2)CCCC1
→ -12	5	0.6	5	2.0	-12	-18	28	-5
> O=C1OCCN1C(=O)[C@H]1[C@H](c2ccc(Cl)cc2)C(c2ccc(F)cc2)=NN1c1ccc(Br)cc1
→ x	1	x	-16	-0.4	-3	-13	4	0
> CCn1c(SCC(=O)NCc2ccco2)nc2cccnc21
→ -9	4	1.6	8	0.3	3	-10	-7	-3
> O=C(CCn1nc(-c2ccc(Cl)cc2)ccc1=O)N1CCOCC1
→ -10	4	-0.3	-21	-0.5	0	-8	8	-4
> CN1CCN(C(=O)CN(C)S(=O)(=O)c2cc(Cl)ccc2Cl)CC1
→ 1	0	0.9	-9	2.4	-8	3	4	-6
> CN(C(=O)c1ccccc1C(=O)OCC(=O)c1ccc(F)c(F)c1)C1CCCCC1
→ x	-1	x	-9	1.3	1	x	-3	-1
> COCOCCn1cc(CN2CCS(=O)(=O)N(Cc3ccc(-c4ccc(OC)c(OC)c4)cc3)C(CC(C)C)C2=O)nn1 (configuration not stated)
→ x	10	x	26	3.4	8	x	-2	-1
> O=C(Nc1nc(-c2ccc(S(=O)(=O)N3CCCC3)cc2)cs1)C1COc2ccccc2O1 (configuration not stated)
→ -8	23	2.2	57*	6.2	12	8	3	0
> COc1ccc(NC(=O)CSc2nc3nc(C)cc(C)c3c(=O)[nH]2)cc1OC
→ -5	4	0.8	-9	0.2	-13	-15	-6	-5
> CCOC(=O)c1ccccc1NC(=O)Cn1c(-c2nonc2N)nc2ccccc21
→ -3	5	0.6	25	1.2	-1	-6	17	-4
> COc1ccccc1NS(=O)(=O)c1cc(NC(=O)c2sc3cc(Cl)ccc3c2Cl)ccc1C
→ 1	2	0.5	-13	0.3	-11	-11	15	-4
> CSc1ccccc1NC(=O)c1cc(-c2cccnc2)nc2ccc(Br)cc12
→ -7	4	-1.4	50*	1.9	-2	-19	8	-4

Complete entries from above.
CSc1ccccc1NC(=O)c1cc(-c2cccnc2)nc2ccc(Br)cc12 is listed as OXTR potentiator = -7; TAAR1 agonist = 4; V1R ag counter = -1.4; TAAR1 antag = 50*; M1 ag parental = 1.9; CHO-K1 Ca antag = -2; CHO parental Ca = -19; CHO-K1 Ca PAM = 8; M1 ag = -4
O=C(CCn1nc(-c2ccc(Cl)cc2)ccc1=O)N1CCOCC1 is listed as OXTR potentiator = -10; TAAR1 agonist = 4; V1R ag counter = -0.3; TAAR1 antag = -21; M1 ag parental = -0.5; CHO-K1 Ca antag = 0; CHO parental Ca = -8; CHO-K1 Ca PAM = 8; M1 ag = -4

Following part
Values run as follows: OXTR potentiator	TAAR1 agonist	V1R ag counter	TAAR1 antag	M1 ag parental	CHO-K1 Ca antag	CHO parental Ca	CHO-K1 Ca PAM	M1 ag
> O=C(Nc1ccc(F)c(Cl)c1)C1CC(=O)N(Cc2ccco2)C1 (configuration not stated)
→ 0	4	0.0	-15	0.6	-5	-7	-5	-4
> CCCS(=O)(=O)N1CCN=C1SCc1cccnc1
→ -16	4	0.2	-9	-0.1	1	6	16	-5
> O=C(O)c1ccc(S(=O)(=O)NC2CCCCC2)cc1
→ 2	12	0.9	-6	0.2	-3	-7	-13	0
> Cc1ccc(-c2nn(C)c(=O)c3ccccc23)cc1CN1CCCCC1
→ -5	-1	3.8	-10	0.5	12	-16	-14	-3
> CCN(CC)c1cc(-c2ccccc2)ncn1
→ -7	0	-1.5	-20	0.5	-6	2	18	-10
> CCOC(=O)C1=C(C)n2c(s/c(=C/c3cccc([N+](=O)[O-])c3)c2=O)=NC1c1ccc(O)c(OC)c1 (configuration not stated)
→ -2	1	2.2	13	1.2	-18	-7	2	0
> C=CCNC(=O)c1cc(Cl)ccc1[N+](=O)[O-]
→ -3	2	2.8	-10	5.2	-6	-2	27	-7
> CCOc1ccc(S(=O)(=O)N2CCOCC2)cc1NC(=O)CCN1C(=O)NC2(CCCC2)C1=O
→ x	0	x	12	0.2	-8	x	10	-2
> COc1ccc(N(CC(=O)N2CCOCC2)S(C)(=O)=O)cc1OC
→ -5	3	0.5	1	0.6	-1	-3	12	-4
> COc1ccccc1NC(=O)c1cc2c(=O)n(C)c3ccccc3c2n1C
→ -3	7	-0.4	36	2.5	-12	-15	-9	-6

Remaining list, next part
| Structure | OXTR potentiator | TAAR1 agonist | V1R ag counter | TAAR1 antag | M1 ag parental | CHO-K1 Ca antag | CHO parental Ca | CHO-K1 Ca PAM | M1 ag |
| --- | --- | --- | --- | --- | --- | --- | --- | --- | --- |
| COc1ccc(C(=O)Nc2ccccc2C(=O)NCCN2CCOCC2)cc1 | -2 | 9 | 0.6 | 3 | 0.9 | -23 | -7 | 10 | -1 |
| C#CCN1C=CC(=O)[C@@H](OC(=O)Nc2ccc(OC)cc2)[C@H]1c1ccccc1Br | x | 7 | x | 16 | 3.8 | -16 | x | 21 | 1 |
| Cc1cc(C)c(C#N)c(Nc2ccccc2C)n1 | 1 | 0 | -1.0 | -11 | 0.4 | -1 | -1 | 10 | -2 |
| COc1ccc(NC(=O)c2cc3n(n2)C(C(F)(F)F)CC(c2ccco2)N3)cc1 (configuration not stated) | -3 | 1 | 0.4 | -4 | 1.9 | -11 | 5 | 25 | -5 |
| Cc1cc(=O)n2[nH]c(C(=O)O)nc2n1 | 6 | 11 | -0.3 | -8 | -0.6 | -3 | -5 | 6 | -1 |
| C#CCOC(=O)Nc1ccc(OCC(F)(F)F)nc1 | 0 | 0 | 0.6 | -6 | 9.0 | -7 | -3 | 17 | -2 |
| Clc1ccc(-c2nc3c4ccccc4ccn3c2Cc2ccsc2)cc1 | x | -2 | x | -1 | 0.0 | -18 | x | 7 | x |
| COC(=O)[C@@]12CCCN1[C@H](c1ccc(-c3ccccc3)cc1)[C@@H]1C(=O)N(C)C(=O)[C@@H]12 | -11 | 11 | 0.2 | 0 | -0.3 | 14 | -17 | -15 | -2 |
| CCOC(=O)C1=C(C)NC(C)=C(C(=O)OCC)C1C(=O)OCC(=O)NC(C)c1ccccc1 (configuration not stated) | x | 10 | x | 32 | 3.7 | -4 | x | -11 | -3 |
| COc1ccccc1-c1c(C(F)(F)F)oc2cc(OS(C)(=O)=O)ccc2c1=O | -17 | 10 | 9.2 | 32 | 13 | 13 | 9 | 2 | -3 |
| C=CCSc1nnc(CNS(=O)(=O)c2ccc(C)cc2)n1C | -2 | 0 | 0.2 | -2 | 0.6 | -3 | -7 | -3 | -3 |
| CC1=NN(C(=O)c2ccco2)C(O)(c2ccccc2)C1 (configuration not stated) | 0 | 0 | -0.3 | -4 | -0.2 | -3 | -21 | 0 | 1 |
| Nc1ncnc2c1ncn2[C@@H]1O[C@H](C(=O)NS(=O)(=O)c2ccccc2[N+](=O)[O-])[C@@H](O)[C@H]1O | x | 1 | x | -4 | 0.4 | -16 | x | -6 | -2 |
| Cc1ccn(C(CC(=O)c2ccc(Br)cc2)C(=O)O)n1 (configuration not stated) | -2 | 3 | 0.4 | -7 | 0.5 | -21 | -12 | 14 | -2 |
| CCN(CC)C(=O)[C@H]1C[C@H](CC(=O)NCCCOC)C(=O)N2CCc3c([nH]c4cc(-c5ccco5)ccc34)[C@]12C | x | 1 | x | -7 | -0.5 | -10 | -29 | 6 | -4 |
| Cc1ccc(C)c(N2CCN(C(c3ccc(N(C)C)cc3)c3nnnn3C(C)(C)C)CC2)c1 (configuration not stated) | -13 | 9 | -0.6 | 2 | -0.2 | -4 | 7 | 11 | -3 |
| O=C1/C(=C/c2ccc(O)cc2)COc2ccccc21 | -7 | 0 | 3.3 | 12 | 1.8 | -12 | 8 | -8 | -2 |
| OCCN(CCO)c1cc2c3ccccc3ccc2c2ccccc12 | x | 7 | x | -2 | 3.3 | -12 | x | 10 | -3 |

Screening data (PubChem BioAssay)

Compounds as they come; about 3.3% have a hit in one of these screens.
